Bioassay records (PubChem BioAssay)
EPAC1 antagonist – EPAC1 (human) antagonism; EPAC1 GEF assay, Rap1b-BODIPY-GDP exchange fluorescence; hit rate 0.14% among 360,000; Potency, µM (highest dose often 115 µM), for inactives: at the highest dose activity change, negative = inhibition, actives largely listed as inhibitors; AID 720709;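 further: plate controls were vehicle for no effect and positive control for full effect; nearly all actives have a fitted effect of over 50% in size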
FUS suppressor – FUS proteinopathy suppression in yeast; Potency, µM (doses to about 76.6 µM), without a hit: at the highest dose growth rescue (activation), most hits filed as activators; hit rate 0.24% among 390,000; S. cerevisiae FUS-expressing, growth rescue, OD600, 24 h;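 further: plate controls were DMSO vehicle for no effect and reference control for full effect; nearly all actives have a fitted effect of over 55% in size; some results filed as inactive show a strong effect at the top dose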
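Restored growth of FUS-toxic S. cerevisiae, read as 600 nm absorbance after 24 h at 30C in galactose medium (starting OD 0.005). Controls CP55940 and DMSO.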
EPAC2 ag – EPAC2 (human) agonism; Potency, µM (series often up to 154 µM), without a hit: at the highest dose activation, actives largely listed as activators; AID 720711; Q8WZA2; EPAC2 activation, biochemical qHTS; response scale: 100% = 6.5 mM cAMP response; hit rate 0.079% among 360,000; further: nearly all actives have a fitted effect of over 50% in size
Target sequence (Q8WZA2 whole entry, looked up): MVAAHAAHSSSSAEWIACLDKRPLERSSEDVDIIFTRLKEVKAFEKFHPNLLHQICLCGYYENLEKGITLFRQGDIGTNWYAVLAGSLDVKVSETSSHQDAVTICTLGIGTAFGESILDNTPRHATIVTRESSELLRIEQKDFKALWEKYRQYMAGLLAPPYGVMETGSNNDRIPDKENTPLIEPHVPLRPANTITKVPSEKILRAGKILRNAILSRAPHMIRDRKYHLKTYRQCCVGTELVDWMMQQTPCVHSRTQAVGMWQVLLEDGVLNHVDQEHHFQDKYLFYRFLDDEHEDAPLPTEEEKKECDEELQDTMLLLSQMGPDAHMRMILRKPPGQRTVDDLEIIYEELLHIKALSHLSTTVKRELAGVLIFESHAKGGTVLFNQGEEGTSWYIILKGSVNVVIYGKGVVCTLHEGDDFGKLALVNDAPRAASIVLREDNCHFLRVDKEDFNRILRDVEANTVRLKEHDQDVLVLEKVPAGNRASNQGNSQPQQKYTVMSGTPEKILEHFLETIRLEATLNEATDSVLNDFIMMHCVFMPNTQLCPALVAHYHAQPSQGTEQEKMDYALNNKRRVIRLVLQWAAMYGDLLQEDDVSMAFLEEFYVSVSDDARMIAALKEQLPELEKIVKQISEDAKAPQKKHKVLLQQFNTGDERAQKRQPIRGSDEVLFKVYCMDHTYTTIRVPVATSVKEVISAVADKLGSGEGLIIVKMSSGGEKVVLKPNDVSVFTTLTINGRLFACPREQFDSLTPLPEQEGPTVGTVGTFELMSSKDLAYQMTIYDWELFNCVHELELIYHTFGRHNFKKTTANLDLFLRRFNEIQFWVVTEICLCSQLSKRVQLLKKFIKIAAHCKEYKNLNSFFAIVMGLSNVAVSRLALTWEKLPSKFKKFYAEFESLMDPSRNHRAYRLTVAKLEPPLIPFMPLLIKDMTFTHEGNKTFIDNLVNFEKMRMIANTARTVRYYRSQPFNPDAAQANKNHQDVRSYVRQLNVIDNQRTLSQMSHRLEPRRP
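Nucleotide exchange monitored as fluorescence drop when BODIPY-GDP leaves Rap1B. Reaction: 100 nM EPAC2, 250 nM RAP1B-BODIPY-GDP, 50 uM GDP, room temperature, kinetic read over 30 min. Activity expressed relative to 6.5 mM cAMP.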
TDP43 rescue – rescues yeast growth from TDP-43 toxicity | TDP-43 expressing yeast growth rescue, BacTiter-Glo, 24 h | Potency, µM (top dose mostly 46.1 µM), for the others: at the top dose growth rescue (activation), usual class: activators | hit rate 1.8% among 410,000 | AID 652104; further: % of control where 0% means no effect; nearly all actives have a fitted effect of over 50% in size
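Galactose-induced TDP-43 yeast, OD600=0.02, compound pinned; 24 hr, 30 deg C; BacTiter-Glo luminescence for growth. Inhibitors of TDP-43 toxicity read as activators.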
PTHR1 ag – agonists of human PTHR1 parathyroid hormone receptor. Q03431. HEK293 GP2 PTHR1 cells, GloSensor cAMP luminescence, 1 h. Potency, µM (doses to about 115 µM), without a hit: top-dose activation, usual class: activators. hit rate 0.075% among 410,000; further: nearly all actives have a fitted effect of over 55% in size; some results filed as inactive show a strong effect at the top dose; inactives centre near -15; many of its hits are not listed in these tables
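HEK-293-derived GP2 cells expressing PTHR1 and a GloSensor cAMP reporter, 3,000/well, plated overnight, given luciferin plus IBMX (each 0.5 mM as added) for 1 h at 37 °C, then compound for 1 h at 37 °C. Luminescence was read after 15 min at room temperature.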
EPAC2 antagonist – EPAC2 (human) antagonism; Potency, µM (titrated, usually from 114 µM), for inactives: at the top dose activity, negative = inhibition, usual class: inhibitors; AID 720708; Q8WZA2; hit rate 0.18% among 360,000; EPAC2 GEF exchange of Rap1B-BODIPY-GDP, fluorescence; further: on the % scale 0 is the no-effect control and ±100 the full control effect; nearly all actives have a fitted effect of over 45% in size; many of its hits are not listed in these tables
EPAC1 ag – activates human EPAC1 exchange factor; O95398; Potency, µM (highest dose often 154 µM), without a hit: at the highest dose activation, actives largely listed as activators; EPAC1 agonist qHTS, biochemical assay; response scale: 100% = response to 6.5 mM cAMP; hit rate 0.073% among 360,000; further: nearly all actives have a fitted effect of over 60% in size
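Fluorescent GDP-exchange assay: 100 nM EPAC1 with 250 nM Rap1B preloaded with BODIPY-GDP and 50 uM GDP; compounds tested as concentration series, 5 min at room temperature, then read every 5 min for 30 min (ex 480/em 540 nm); normalized to 6.5 mM cAMP.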
aSyn yeast inh – alpha-synuclein toxicity inhibition in yeast; Yeast expressing alpha-synuclein, growth rescue, BacTiter-Glo, 24 h; AID 652106; hit rate 0.14% among 370,000; Potency, µM (highest dose often 46.1 µM), without a hit: at the highest dose growth rescue (activation), hits mostly activators; further: % of control where 0% means no effect; nearly all actives have a fitted effect of over 65% in size
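Rescue of yeast growth: cells expressing toxic alpha-synuclein, induced in galactose at OD600 0.02, incubated with compound 24 h at 30 C. ATP luminescence quantified growth; inhibitors of toxicity appear as activators.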
* marks the source's active call; other numbers are inactive results; [ ] = remark or other dose. The call rests on the fitted dose curve; in most records, active means well fitted curve in the direction sought with a large enough effect; inconclusive means small, poorly fitted or top-dose-only effect, or another doubt; inactive means no such curve, though single readings can be large; an effect the other way counts as inactive or inconclusive. Potency means the concentration at half of the fitted maximal effect. Not all compounds are listed, so the mix of outcomes need not match the whole.

For O=C(CSc1ncnc2sccc12)Nc1ccccc1F the results were EPAC1 antagonist 4%, FUS suppressor 1%, EPAC2 ag 5%, TDP43 rescue 13%, PTHR1 ag -24%, EPAC2 antagonist 4%, EPAC1 ag 1% and aSyn yeast inh 10%.
COc1cc(C(=O)OCC(=O)Nc2cccc(S(=O)(=O)N3CCOCC3)c2)ccc1OCC(C)C was read as EPAC1 antagonist -28%, FUS suppressor 19%, EPAC2 ag -6%, TDP43 rescue 8%, PTHR1 ag -18%, EPAC2 antagonist -15%, EPAC1 ag -4% and aSyn yeast inh 2%.
NC(=S)NN=Cc1nccc2c(N)cccc12 was read as EPAC1 antagonist 6%, FUS suppressor 15%, EPAC2 ag 6%, TDP43 rescue 26%, PTHR1 ag inactive, EPAC2 antagonist 3%, EPAC1 ag 2% and aSyn yeast inh -12%.
Screening Fc1ccc(CSc2nnc(-c3cccnc3)o2)cc1 returned EPAC1 antagonist -5%, FUS suppressor 4%, EPAC2 ag 3%, TDP43 rescue inconclusive, PTHR1 ag -14%, EPAC2 antagonist 6%, EPAC1 ag -6% and aSyn yeast inh 2%.
COCCCNC(=O)CCn1c(=O)c2ccccc2n(CC(=O)NCCC2=CCCCC2)c1=O was read as EPAC1 antagonist 10%, FUS suppressor 0%, EPAC2 ag -1%, TDP43 rescue 7%, PTHR1 ag 3%, EPAC2 antagonist 6%, EPAC1 ag -2% and aSyn yeast inh 4%.
For O=C(/C=C/c1cccs1)NCc1ccc2c(c1)OCO2 the results were EPAC1 antagonist -20%, FUS suppressor 18%, EPAC2 ag 17%, TDP43 rescue inconclusive, PTHR1 ag -4%, EPAC2 antagonist 0%, EPAC1 ag 9% and aSyn yeast inh 11%.
`Cc1cc2nc(-c3ccc(F)cc3)c(Cc3ccccc3)n2c(C)c1Br` gave EPAC1 antagonist 6%, FUS suppressor -14%, EPAC2 ag 8%, TDP43 rescue 12%, PTHR1 ag -17%, EPAC2 antagonist -6%, EPAC1 ag -7% and aSyn yeast inh 13%.
Cn1ccnc1SCC(=O)Nc1ccc2nc(SCC(=O)NC3CC3)sc2c1 was read as EPAC1 antagonist 12%, FUS suppressor 21%, EPAC2 ag -3%, TDP43 rescue 22%, PTHR1 ag -7%, EPAC2 antagonist 4%, EPAC1 ag -1% and aSyn yeast inh 0%.
`COc1ccccc1C(=O)Nc1nc(-c2ccccc2)ns1` gave FUS suppressor -17%, TDP43 rescue inconclusive, PTHR1 ag -65%[inhibitor] and aSyn yeast inh -23%.
CN1CCN(S(=O)(=O)c2ccc(N3CCN(c4ccccc4Cl)CC3)nc2)CC1 was read as EPAC1 antagonist 19%, FUS suppressor -12%, EPAC2 ag 6%, TDP43 rescue 12%, PTHR1 ag -56%[inhibitor], EPAC2 antagonist 2%, EPAC1 ag -4% and aSyn yeast inh 7%.
For CN(Cc1ccccc1)C(=O)CCS(=O)(=O)c1ccc2c(c1)NC(=O)CS2 the results were EPAC1 antagonist 28%, FUS suppressor 25%, EPAC2 ag 15%, TDP43 rescue -14%, PTHR1 ag inconclusive, EPAC2 antagonist 5%, EPAC1 ag 7% and aSyn yeast inh -2%.
Screening Cc1ccc(-n2nc3c(=O)n(C(C)C(=O)NCCc4cccs4)nc(C)c3c2C)cc1 (configuration not stated) returned EPAC1 antagonist -5%, FUS suppressor 24%, EPAC2 ag 7%, TDP43 rescue -3%, PTHR1 ag -49%[inhibitor], EPAC2 antagonist -5%, EPAC1 ag -4% and aSyn yeast inh 13%.
Screening COC(=O)c1ccccc1S(=O)(=O)NNC(=O)c1nn(C)c(=O)c2ccccc12 returned EPAC1 antagonist -7%, FUS suppressor 4%, EPAC2 ag 6%, TDP43 rescue 13%, PTHR1 ag inactive, EPAC2 antagonist -2%, EPAC1 ag 4% and aSyn yeast inh 1%.
Screening Cc1cc(S(=O)(=O)/N=C(\N)c2ccc(C(N)=O)cc2)cc(C)c1F returned EPAC1 antagonist 11%, FUS suppressor 20%, EPAC2 ag 6%, TDP43 rescue 6%, PTHR1 ag inconclusive, EPAC2 antagonist 0%, EPAC1 ag -5% and aSyn yeast inh -3%.
`Cc1cnc(NC(=O)CSc2nnc3ncccn23)s1` gave EPAC1 antagonist -3%, FUS suppressor -9%, EPAC2 ag 6%, TDP43 rescue 11%, PTHR1 ag -5%, EPAC2 antagonist -5%, EPAC1 ag -5% and aSyn yeast inh -2%.
Screening O=C(CSc1ccc2c(c1)OCCO2)N1CCN(c2ccccc2O)CC1 returned EPAC1 antagonist 9%, FUS suppressor 40%, EPAC2 ag 7%, TDP43 rescue 9%, PTHR1 ag -59%[inhibitor], EPAC2 antagonist 7%, EPAC1 ag 0% and aSyn yeast inh -18%.
For CCOC(=O)CN(C(=O)COC(=O)C1=NNC(=O)CC1)c1ccc(F)cc1 the results were EPAC1 antagonist 1%, FUS suppressor 7%, EPAC2 ag 1%, TDP43 rescue -12%, PTHR1 ag -11%, EPAC2 antagonist -1%, EPAC1 ag -1% and aSyn yeast inh 0%.
Screening CCN(CC)S(=O)(=O)c1cc(NC(=O)C(C)N2CCc3ccccc32)ccc1C (configuration not stated) returned EPAC1 antagonist -16%, FUS suppressor 21%, EPAC2 ag 5%, PTHR1 ag -34%[inhibitor], EPAC2 antagonist -6%, EPAC1 ag 17% and aSyn yeast inh 5%.
Screening O=c1oc(/C=C/c2ccco2)nc2sc3c(c12)CCC3 returned EPAC1 antagonist 0%, EPAC2 ag 25%, TDP43 rescue 17%, PTHR1 ag inactive, EPAC2 antagonist 20%, EPAC1 ag 13% and aSyn yeast inh -5%.
`Cc1ccc(C(=O)NCC(c2ccco2)N2CCOCC2)cc1` (configuration not stated) gave EPAC1 antagonist -4%, FUS suppressor 2%, EPAC2 ag 4%, TDP43 rescue 2%, PTHR1 ag inactive, EPAC2 antagonist 5%, EPAC1 ag 20% and aSyn yeast inh -1%.

The last 2 records of the section above lead into the next.
Screening O=c1oc(/C=C/c2ccco2)nc2sc3c(c12)CCC3 returned EPAC1 antagonist 0%, EPAC2 ag 25%, TDP43 rescue 17%, PTHR1 ag inactive, EPAC2 antagonist 20%, EPAC1 ag 13% and aSyn yeast inh -5%.
`Cc1ccc(C(=O)NCC(c2ccco2)N2CCOCC2)cc1` (configuration not stated) gave EPAC1 antagonist -4%, FUS suppressor 2%, EPAC2 ag 4%, TDP43 rescue 2%, PTHR1 ag inactive, EPAC2 antagonist 5%, EPAC1 ag 20% and aSyn yeast inh -1%.
`COc1ccc(-n2nc(C(=O)NCC(=O)N3CCOCC3)c3ccccc3c2=O)cc1Cl` gave EPAC1 antagonist 15%, FUS suppressor 16%, EPAC2 ag 11%, TDP43 rescue 8%, PTHR1 ag inactive, EPAC2 antagonist -7%, EPAC1 ag 10% and aSyn yeast inh 4%.
Screening Cc1ccc(C(=O)Nc2ccccc2C(=O)NCC2CCCO2)cc1 (configuration not stated) returned EPAC1 antagonist -15%, FUS suppressor 9%, EPAC2 ag 14%, TDP43 rescue 9%, PTHR1 ag inactive, EPAC2 antagonist -2%, EPAC1 ag 7% and aSyn yeast inh -14%.
N#C/C(=C(/O)COc1ccc(Cl)cc1)c1nc2ccccc2s1 was read as EPAC1 antagonist -14%, FUS suppressor -17%, EPAC2 ag -2%, TDP43 rescue 1%, PTHR1 ag -87%[inhibitor], EPAC2 antagonist -16%, EPAC1 ag 8% and aSyn yeast inh 0%.
`CCCCCCCC(=O)NNC(=O)c1c(O)c2ccccc2n(CC)c1=O` gave EPAC1 antagonist -9%, FUS suppressor -1%, EPAC2 ag -13%, TDP43 rescue -32%[inhibitor][9.22 µM], PTHR1 ag -21%, EPAC2 antagonist 6%, EPAC1 ag -3% and aSyn yeast inh 7%.
`Cc1nnc(Nc2ccc(S(N)(=O)=O)cc2)c2ccccc12` gave EPAC1 antagonist 2%, FUS suppressor -11%, EPAC2 ag 3%, TDP43 rescue -6%, PTHR1 ag inactive, EPAC2 antagonist 1%, EPAC1 ag 6% and aSyn yeast inh 1%.
`O=C(CSc1nnc(-c2ccccn2)n1Cc1ccccc1)Nc1ccc2c(c1)OCO2` gave EPAC1 antagonist -1%, FUS suppressor 19%, EPAC2 ag -6%, TDP43 rescue 20%, PTHR1 ag inactive, EPAC2 antagonist 13%, EPAC1 ag 0% and aSyn yeast inh 0%.
`O=c1[nH]c(=O)n(Cc2ccccc2)c2c1C(C(F)(F)F)(C(F)(F)F)N=C(c1ccco1)N2` gave EPAC1 antagonist 14%, FUS suppressor -2%, EPAC2 ag -9%, TDP43 rescue 25%, PTHR1 ag -18%, EPAC2 antagonist -3%, EPAC1 ag 8% and aSyn yeast inh 6%.
`O=C(NCCN1CCOCC1)c1ccc(-c2ccccc2)cc1` gave EPAC1 antagonist 7%, FUS suppressor 19%, EPAC2 ag 3%, TDP43 rescue -7%, PTHR1 ag -7%, EPAC2 antagonist -4%, EPAC1 ag 3% and aSyn yeast inh 7%.
For COC(=O)c1c(NC(=O)C(=O)N2CCCCC2)sc2c1CC(C)(C)OC2 the results were EPAC1 antagonist 4%, FUS suppressor 23%, EPAC2 ag 5%, TDP43 rescue 14%, PTHR1 ag -26%, EPAC2 antagonist -5%, EPAC1 ag -12% and aSyn yeast inh 8%.
COC(=O)c1c(NC(=S)Nc2ccc(C(=O)N3CCOCC3)cc2)sc2c1CCC2 was read as EPAC1 antagonist -21%, FUS suppressor -11%, EPAC2 ag 0%, TDP43 rescue 8%, PTHR1 ag inactive, EPAC2 antagonist -11%, EPAC1 ag -3% and aSyn yeast inh -7%.
For Cc1occc1C(=O)N/N=C/C=C/c1ccccc1 the results were EPAC1 antagonist -13%, FUS suppressor 5%, EPAC2 ag 8%, TDP43 rescue -14%, PTHR1 ag -48%[inhibitor], EPAC2 antagonist 9%, EPAC1 ag -8% and aSyn yeast inh -17%.
O=c1oc2ccccc2c(NCCO)c1[N+](=O)[O-] was read as EPAC1 antagonist -15%, FUS suppressor -22%, EPAC2 ag -5%, TDP43 rescue -6%, PTHR1 ag inactive, EPAC2 antagonist 5%, EPAC1 ag -8% and aSyn yeast inh 0%.
`Cc1ccc(OCC(=O)c2cc(C)n(CC(F)(F)F)c2C)c([N+](=O)[O-])n1` gave EPAC1 antagonist -9%, FUS suppressor 17%, EPAC2 ag -1%, TDP43 rescue -13%[9.22 µM], PTHR1 ag -9%, EPAC2 antagonist -7%, EPAC1 ag -1% and aSyn yeast inh 0%.
For CCOC(=O)c1c(C)[nH]c(C(=O)COC(=O)c2ccc(N3CCCC3=O)cc2)c1C the results were EPAC1 antagonist -1%, FUS suppressor 13%, EPAC2 ag 1%, TDP43 rescue 5%, PTHR1 ag inactive, EPAC2 antagonist -5%, EPAC1 ag 15% and aSyn yeast inh 1%.
